# Pf Dd2 growth = qHTS Primary assay for Inhibitors of Plasmodium falciparum Dd2 growth in vitro; P. falciparum Dd2 growth, SYBR Green, 72 h; Potency, µM (titrated, usually from 28.9 µM), for the others: at the top dose activity, negative = inhibition, actives largely listed as inhibitors; 120,000 compounds, 4.3% hits; active = well fitted inhibition curve with a large enough effect; inconclusive = small, poorly fitted or top-dose-only effect; inactive = no such curve, though single readings can be large or run the other way;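 note: plate controls were DMSO vehicle for no effect and reference drug for full effect; nearly all actives have a fitted effect of over 65% in size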
#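 Readout: SYBR Green fluorescence, 485 nm excitation, 535 nm emission, after ~16 h lysis at 37C. Before that, Dd2-infected red cells (2.5% hematocrit) grew 72 h with compound, 29 uM top final concentration.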
# * hit, by the source's call; i = inactive; ? = inconclusive; [ ] = remark or other dose. Potency is the fitted concentration of half-maximal effect. These rows are one share of the data; rates above refer to the full screens.
SMILES	Pf Dd2 growth
Cc1ccc(-n2nc(C)c([C@@H]3C=C[C@@H](NCc4cccc(C#N)c4)C3)c2C)cc1Cl	?
CCn1cc(C(=O)NCCc2ccc(Cl)cc2)c(=O)c2cc(S(=O)(=O)N(C)C3CCCCC3)ccc21	?
NC(=O)[C@@H](Cc1ccccc1)NC(=O)C1=C[C@@H](NC(=O)CC2(CC(=O)O)CCCC2)[C@@H](O)[C@H](O)C1	i
Cc1ccc(Cn2c(C3CCN(C(=O)c4cc(C)cc(C)c4)CC3)n[nH]c2=O)cc1	8.91µM*
Cc1nn2c(c1-c1ccccc1-c1ccccc1)N(Cc1cccc(O)c1)CCC2	0.794µM*
COCc1noc([C@@H]2CC(F)(F)CN2C(=O)c2occc2C)n1	i
COc1cccc(C(=O)Nc2cccc(OCc3cc(=O)n4cccc(C)c4n3)c2)c1	i
O=C(C1CCCC1)N1CCC(Cc2ccccc2)(C(=O)O)CC1	4.2%
Cc1ccc(NC(=O)C2CC(=O)N(c3n[nH]c4cccc(F)c34)C2)cc1 (stereo unspecified)	8.0%
COc1ccc(CN(C)C(=O)c2ccc3oc(C)cc3c2)c2cccnc12	?
Cc1ccccc1C(=O)NC1CCN(c2nc3ncccc3o2)CC1	i
N#Cc1cccc(NC(=O)O[C@@H]2CO[C@H]3[C@@H]2OC[C@@H]3Nc2nccc(-c3cccc(F)c3)n2)c1	i
Cc1ccc(NC(=O)N2CCCN(S(=O)(=O)c3ccccc3)CCC(=O)NCC2)cc1C	-27.5%
O=C(Cn1c(-c2cccs2)cc2cc(F)ccc21)N1CCN(c2ccccc2)CC1	?
CN(C)c1ccc(NC(=O)Cn2c(SCc3ccc(F)cc3)nc3ccncc32)cc1	i
O=C(Nc1cnc(-c2cccc(Cl)c2)nc1)c1ccc(F)cc1Cl	i
O=S(=O)(NCc1nc2cccnc2n1Cc1ccc(F)cc1)c1ccc(Cl)s1	12.5%
CCc1ccc(CNc2ccc3c(c2)ncn3C(C)(C)C)cc1	?
CCC(c1cccs1)N1C(=O)[C@H]2CN(S(=O)(=O)c3cc(F)cc(F)c3)C[C@H]2C1=O (stereo partly specified)	?
CCN(Cc1ccccc1)C(=O)c1c(C)oc2ccn(Cc3ccccc3F)c(=O)c12	i
COc1ccc(N2CCN(CCCNC(=O)c3sc4ncccc4c3-n3cccc3)CC2)cc1	?
COC(=O)c1cnn(-c2ccc(C(=O)Nc3cc(OC)c(OC)c(OC)c3)cc2)c1N	-8.8%
COC(=O)C1=CN(CC(=O)NCc2ccccc2)S(=O)(=O)N=C1C	i
CCOc1ccc(NC(=O)CN2CCN(CC(=O)Nc3ccc(OC)cc3)CC2)cc1	-24.3%
O=C(CC1CCCC1)N1CC(c2nnc(-c3ccncc3)o2)C2(CCOCC2)C1 (stereo unspecified)	0.3%
NCc1nc2cccnc2n1Cc1ccccc1Cl	?
CN(C)c1ccc(NC(=O)c2sc3nc4c(cc3c2N)N2CCC4CC2)cc1	-17.3%
COc1cc(C2CC(=O)Oc3c2c(=O)[nH]c2ccccc32)cc(OC)c1OC (stereo unspecified)	22.0%
CC(C)Oc1ccc(CNC(=O)Cn2nc(N3CCN(c4ccccc4)CC3)ccc2=O)cc1	9.4%
COc1cc(C)ccc1OCC(=O)c1ccc2c(c1)N(CC(=O)NCc1ccco1)C(=O)CO2	i
CCN1CCN(C(c2ccccc2Cl)c2sc3nc(-c4ccco4)nn3c2O)CC1 (stereo unspecified)	-22.7%
Cc1noc(C)c1CN1CC(C(=O)NCc2ccncc2)C2(CCOCC2)C1 (stereo unspecified)	-0.8%
COCCN[C@H]1[C@@H]2OC[C@@H](O2)[C@@H](NCc2ccc(OC(F)(F)F)cc2)[C@@H]1O	?
COc1ccc(-c2nc3sc(CCNC(=O)c4ccc(C(C)(C)C)cc4)c(C)n3n2)cc1	1.12µM*
COc1ccc(-c2cc(-c3cccc(CO)c3)cn3cncc23)cc1	?
O=C(c1ccc(Cl)cc1)N(Cc1ccco1)Cc1ccco1	14.5%
Cc1ccc(C)c(CN2CCC3(CC2)[C@H](O)C[C@@H]3OCCN)c1	-4.2%
Cc1nc2nc(CNC(=O)c3cccc(F)c3)nn2c(C)c1CCC(=O)Nc1ccc(F)cc1	-6.1%
COc1ccc(S(=O)(=O)N2CCC3(CC2)CC(N2CCOCC2)CCO3)cc1 (stereo unspecified)	?
COc1ccc(C(=O)Nc2ccc(-c3noc([C@@H]4CCCN4Cc4ccncc4)n3)cn2)cc1	?
CCc1ccc(CNC(=O)CCC2CCN(C(=O)c3ccccc3)CC2)cc1	i
COCCn1ccc2c(C3=CCOCC3)nc(-c3cccc(N4CCOCC4)c3)cc21	?
COc1ccc(NC(=O)C(NS(=O)(=O)c2cccc3nsnc23)C(C)C)cc1 (stereo unspecified)	53.5%[activator]
CS(=O)(=O)N1C[C@H]2CCN(C(=O)c3ccc(F)cc3Cl)C[C@H]21	25.9%
O=C(NCc1ccc(Cl)cc1)NC1COc2ccccc2C1 (stereo unspecified)	4.9%
COc1ccc(NC(=O)CSc2nc3ccccc3c(=O)n2CCC(=O)NC2CCCCC2)c(OC)c1	i
N#Cc1ccc(CN2CCC(N3CCNC3=O)CC2)cc1	12.9%[44.1 µM]
N#Cc1cccc(C(=O)N2CCC(Cc3nc(-c4cccnc4)n[nH]3)C2)c1 (stereo unspecified)	i
COc1ccccc1CNC(=O)c1ccc2c(c1)N(Cc1cc(C)ccc1C)C(=O)c1ccccc1S2	2.51µM*
CC(C)NC(=O)C1Cn2cccc2C(=O)N1 (stereo unspecified)	38.4%[activator]

# Part of the list above, as labelled records.
SMILES: CCc1ccc(CNC(=O)CCC2CCN(C(=O)c3ccccc3)CC2)cc1
  Pf Dd2 growth: i
SMILES: COCCn1ccc2c(C3=CCOCC3)nc(-c3cccc(N4CCOCC4)c3)cc21
  Pf Dd2 growth: ?

# Three compounds drawn at random from those above:
SMILES	Pf Dd2 growth
Cc1noc(C)c1CN1CC(C(=O)NCc2ccncc2)C2(CCOCC2)C1 (stereo unspecified)	-0.8%
COc1ccccc1CNC(=O)c1ccc2c(c1)N(Cc1cc(C)ccc1C)C(=O)c1ccccc1S2	2.51µM*
CN(C)c1ccc(NC(=O)c2sc3nc4c(cc3c2N)N2CCC4CC2)cc1	-17.3%

# Next part:
structure	Pf Dd2 growth
O=C(CCC1CCN(S(=O)(=O)c2cccc(F)c2)CC1)NCCN1CCOCC1	-24.2%
CN1C(=O)C(CC(=O)N2CCCOCC2)(Cc2ccccc2)c2ccccc21 (stereo unspecified)	-1.3%
Cc1nn(-c2ccc(F)cc2)c(Oc2cccc(F)c2)c1CCC(=O)N1CCSCC1	7.94µM*
O=C(Cc1cccs1)N1CCC(n2cc(-c3nc(-c4ccccc4)no3)nn2)C1 (stereo unspecified)	i
CC(C)(C)c1ccc2c(c1)N(CC(=O)NCCCN1CCN(c3ccccc3F)CC1)C(=O)CO2	-0.4%
Cc1ccc(CN2C[C@H]3CN(C(=O)c4cccnc4)CCN3C2=O)cc1	4.8%[44.1 µM]
COc1cc(NC(=O)CN2c3ccccc3S(=O)(=O)c3ccccc32)cc(OC)c1	6.9%
COc1ccc(NC(=O)CSc2oc(-c3cccs3)nc2S(=O)(=O)c2ccccc2)c(OC)c1	-5.0%
O=C(N[C@H]1CO[C@H]2[C@@H]1OC[C@@H]2n1nnnc1Oc1ccc(-n2ccnc2)cc1)c1ccc(C(F)(F)F)cc1	-21.6%
COc1cccc(NS(=O)(=O)c2ccc3c(c2)CCCN3C(=O)C2CCC2)c1	-22.7%
Cc1cc(C)cc(C(=O)N2CCN(C(=O)c3nnn4c3COC(c3ccccc3)C4)CC2)c1 (stereo unspecified)	-7.3%
COc1cc(C)ccc1S(=O)(=O)NCC1CNCCOC1 (stereo unspecified)	-1.7%
CCOCCn1c(=O)[nH]c2cc(C(=O)NCCc3scnc3C)ccc21	1.1%
Cc1cccc(CNC(=O)c2oc3c(c2C)-c2nn(Cc4ccccc4Cl)cc2CC3)c1	-24.9%
O=C(c1ccc2c(c1)CCC2)N1C[C@H]2CC[C@@H]1CN(Cc1cscn1)C2	i
Cc1ccn(CC(=O)N(C)C2CCc3nn(CC4CC4)c(=O)n3CC2)n1 (stereo unspecified)	21.7%
Cc1cnc(C(=O)NC2C[C@H]3CC[C@@H](C2)N3C(=O)Nc2cccc(C(F)(F)F)c2)cn1 (stereo partly specified)	-9.2%
COCCc1nncn1C1CCN(C(=O)c2ccc(Br)o2)CC1	-19.5%
COc1ccc(C(=O)c2cn(Cc3ccccc3F)c3cc4c(cc3c2=O)OCO4)cc1	?
Cc1nnc(NC(=O)CSc2nnc3c(n2)[nH]c2ccccc23)s1	-8.8%
COc1cc(OC)c(NC(=O)CCc2c(C)nc3cc(-c4ccccc4OC)nn3c2C)cc1Cl	1.5%
Cc1nn(C(=O)c2cccc(Cl)c2)c(C)c1S(=O)(=O)N1CCOCC1	24.8%
Cc1ccc(-c2onc(C)c2C)cc1S(=O)(=O)Nc1ccc(Cl)cn1	i
Cc1ccc(-n2c(=O)c3c(C)c(C(=O)N(C)C)sc3n(CC(=O)N(C)c3ccccc3)c2=O)cc1C	9.0%
Cc1ccccc1-n1nc(C)c2c1NC(=O)CSC2c1ccc(N(C)C)cc1 (stereo unspecified)	11.7%
Cn1nc(-c2nncn2CC2CC2)c2c1CCN(C(=O)CCC(=O)N1CC(=O)Nc3ccccc31)C2	?
COC1CN(C2CCN(C(=O)C3CCOCC3)CC2)C12CCOCC2 (stereo unspecified)	-1.6%
CN1CCC(OC2CCN(S(=O)(=O)c3ccccc3)CC2)CC1	i
O=C(NCc1ccc(F)cc1)c1nc(-c2ccsc2)c2ccccn12	?
CCN(c1ccccc1)S(=O)(=O)c1cc(C(=O)Nc2ccc(Br)cc2)ccc1F	i
Cc1ccc(CN2CCN(C3CCNCC3)C(=O)C2=O)cc1	55.2%[activator]
CCCNC(=O)N1CCC[C@H](n2c(=O)n(CCOC)c3cccnc32)C1	-10.8%
C=CCNC(=O)N1CC[C@@H](CC(=O)O)[C@@H](CC2=NCCc3ccc(C)cc32)C1	-5.5%[44.1 µM]
N#Cc1ccc(CN2CC[C@@H]3C(=O)NCCCCCCN(Cc4ccncc4)[C@@H]3C2)cc1	?
C#C[C@H]1CN2CC[C@H]1C[C@@H]2CNCc1cccc(C#N)c1	14.1µM*
Cc1oc(-c2cccc(Cl)c2)nc1CN1CCC(C(=O)NC(C)c2ccccc2)CC1 (stereo unspecified)	2.8%
O=C(NCCc1ccccc1)C1CCN(C(=O)c2ncn3c2COC(c2ccccc2)C3)CC1 (stereo unspecified)	12.1%
CC(C)CC(=O)Nc1ccccc1OCc1cc(=O)n2ccccc2n1	i
COC(=O)c1cc2sc(C)cc2n1Cc1cccc(OC)c1	10µM*
O=C(NC1CCCC1)c1ccc(CSc2nc3cccnc3n2Cc2cccc(F)c2)cc1	-10.3%
Cc1ccccc1NC(=O)c1sc2nc3c(cc2c1N)CCCC3	?
N#Cc1cccc(NC(=O)N2CCC[C@@H](O)[C@H](NC(=O)c3ccc(OCc4ccc(F)cc4)cc3)C2)c1	5.01µM*
O=C(NC1CCCCC1)N[C@H]1CCN2C(=O)c3ccccc3NC(=O)[C@H]12	-17.0%[44.1 µM]
Cc1nc2c(C(=O)O)cnn2c(C)c1Cc1ccccc1	72.8%[activator]
COc1cc(OC)c(NC(=O)Cn2cnc3sc(C)c(S(=O)(=O)N4CCC(C)CC4)c3c2=O)cc1Cl	-23.4%
O=C(Nc1ccc(Cl)cc1)N1CCCC(c2nn(-c3ccccc3)c(=O)[nH]2)C1 (stereo unspecified)	-19.3%
COc1ccc(NC(=O)Cn2nnc(C(=O)Nc3ccc(F)c(Cl)c3)c2N)cc1OC	57.2%[activator]
COc1cccc(CC(=O)Nc2cccc(-c3nnc4n3CCCC4)c2)c1	?
O=C(CC1=CCCCC1)N1C[C@@H](COCC2CC2)[C@H](c2ccncc2)C1	-19.1%
COc1ccc(Cl)cc1NC(=O)CCN1C(=O)c2ccccc2Sc2ncccc21	i

# Carrying on:
structure	Pf Dd2 growth
CCN(CC)C(=O)[C@@H]1CCC[C@@H](NC(=O)Nc2c(C)noc2C)CN(C)C(=O)C1	26.6%[44.1 µM]
Cn1ccc2c(C(=O)NCc3cccnc3)nc(-c3ccc([S+](C)(=O)[O-])cc3)cc21	-16.9%[44.1 µM]
Cc1nc(N2CCC(C(O)c3nccn3C)CC2)c2sccc2n1 (stereo unspecified)	-1.1%
Cc1nc2c(c(=O)[nH]1)CCN(C(=O)c1cn(CCC3CCCCN3)nn1)CC2 (stereo unspecified)	-7.0%
Cc1ccc(Cl)cc1NC(=O)CCCn1c(=O)c2cccn2c2cccnc21	26.7%
CN1Cc2ccc(N3CCOCC3)nc2C(C)(C(=O)NCc2ccccc2)C1 (stereo unspecified)	-19.0%[44.1 µM]
CC(=O)Nc1ccc(CN2CCC3(CN[S+](=O)([O-])c4ccccc4N3)C2)cc1 (stereo unspecified)	-9.9%
O=C(NCc1ccc2c(c1)OCO2)C1CCCN1c1nc2ncccc2o1 (stereo unspecified)	11.1%
COc1cccc(CN2CCOC3CCN(Cc4ccc(C#N)cc4)CC3C2=O)c1 (stereo unspecified)	i
CCNC(=O)C1C(c2cccc(NC(=O)Cc3ccccc3)c2)OC(=O)N1Cc1ccc(C)cc1 (stereo unspecified)	?
CC(=O)N(C1CC1)C1CCOC2(CCN(C(=O)c3n[nH]c4ccccc34)CC2)C1 (stereo unspecified)	?
CCn1ncnc1C1CC(=O)Nc2cc(OC)c(NC(=O)CC(C)C)cc21 (stereo unspecified)	2.2%

# 3 entries from above, arranged by length of the SMILES, largest number first.
structure	Pf Dd2 growth
CCn1cc(C(=O)NCCc2ccc(Cl)cc2)c(=O)c2cc(S(=O)(=O)N(C)C3CCCCC3)ccc21	?
O=C(NCCc1ccccc1)C1CCN(C(=O)c2ncn3c2COC(c2ccccc2)C3)CC1 (stereo unspecified)	12.1%
CN1C(=O)C(CC(=O)N2CCCOCC2)(Cc2ccccc2)c2ccccc21 (stereo unspecified)	-1.3%

# Screening data deposited in PubChem BioAssay by National Center for Advancing Translational Sciences (NCATS).
